BRCA1 expr act: qHTS Assay to Identify Small Molecule Activators of BRCA1 Expression. hit rate 1.1% among 380,000. Potency, µM (titrated, usually from 46.1 µM), inactives show top-dose activation, hits mostly activators. MCF7-BRCA1-FFLuc reporter, luminescence, 48 h; response scale: scaled: vehicle 0%, 10 µM genistein 100%. AID 624202, 2012; also: potency is read from the fitted curve at half-maximal effect; nearly all actives have a fitted effect of over 80% in size; some results filed as inactive show a strong effect at the top dose
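Cells: MCF7-BRCA1-FFLuc, 2000/well. Exposure: 48 h, 37 °C, 5% CO2. Read: luminescence, 15 min post-substrate. Controls: genistein 10 microM (maximal activation), DMSO (neutral).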
TRPV1 ag: HTS Assay for Compounds that Act as Agonists of the Vanilloid Receptor 1. hit rate 0.19% among 320,000. TRPV1-expressing cells, Fluo-8 calcium influx, agonist mode. Transient receptor potential cation channel subfamily V member 1 (Homo sapiens), Q8NER1. activation, % at 8.33 µM; in the data active = activation above about 80%; inconclusive = between about 30% and that limit; also: 0% is about no effect
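Cells expressing TRPV1 were dye-loaded with Fluo-8 and read kinetically: 10 s baseline, 3 min after compound (agonist portion), then 2 min after EC20 capsaicin (allosteric enhancer portion). Calcium-bound dye fluorescence at 480/520 nm.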
MLL CXXC-DNA inh: qHTS Fluorescence Polarization Assay for Inhibitors of MLL CXXC domain - DNA interaction; Histone-lysine N-methyltransferase 2A (Homo sapiens), Q03164; MLL-CXXC / FITC-HOXA9 DNA fluorescence polarization; Potency, µM (series often up to 115 µM), for inactives: at the highest dose activity change, negative = inhibition, actives largely listed as inhibitors; hit rate 0.037% among 290,000; AID 2662, 2010; active = well fitted inhibition curve with a large enough effect in the polarisation, with a control signal flat, not every such curve was filed as active; inconclusive = small, poorly fitted or top-dose-only effect, or effect the other way, or a change in a side signal; inactive = no such curve, though single readings can be large or run the other way; the % refers to the polarisation; also: potency is read from the fitted curve at half-maximal effect
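Steps: dispense CXXC domain solution (7 uM) → pin compounds or unlabeled HOX-A9 DNA control → 5 min ambient → add FLSN-HOX-A9 solution (50 nM) → spin → 30 min ambient → fluorescence polarization. Tris pH 7.5/NaCl/DTT/BSA buffer.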
PTAP TSG101 blk: qHTS Assay for Iinhibitors of HIV-1 Budding by Blocking the Interaction of PTAP/TSG101; 340,000 tested, under 10 active; Tumor susceptibility gene 101 protein (Homo sapiens), Q99816; Potency, µM (doses to about 115 µM), for inactives: top-dose activity change, negative = inhibition, most hits filed as inhibitors; Fluorescence polarization, FITC-PTAP peptide / Tsg101 binding; active = well fitted inhibition curve with a large enough effect in the main read-out, with a control signal flat, not every such curve was filed as active; inconclusive = small, poorly fitted or top-dose-only effect, or effect the other way, or a change in a side signal; inactive = no such curve, though single readings can be large or run the other way; also: potency is read from the fitted curve at half-maximal effect; % of control where 0% means no effect
Target sequence (Q99816 whole entry, looked up): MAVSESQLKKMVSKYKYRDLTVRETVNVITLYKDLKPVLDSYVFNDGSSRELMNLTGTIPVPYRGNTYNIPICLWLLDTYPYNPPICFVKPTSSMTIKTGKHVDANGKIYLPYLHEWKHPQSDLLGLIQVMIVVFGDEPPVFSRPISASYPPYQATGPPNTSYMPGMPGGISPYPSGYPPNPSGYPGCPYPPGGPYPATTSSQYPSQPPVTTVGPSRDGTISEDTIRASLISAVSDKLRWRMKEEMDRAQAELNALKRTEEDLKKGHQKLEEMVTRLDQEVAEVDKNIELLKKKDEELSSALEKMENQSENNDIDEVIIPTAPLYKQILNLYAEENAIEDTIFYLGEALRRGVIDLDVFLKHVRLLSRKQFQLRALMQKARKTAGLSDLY
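Fluorescence polarization binding of Tsg101 binding domain (10 uM final) to FITC-labeled PTAP peptide (50 nM final) in HEPES pH 7.5 buffer with NaCl, Tween 20, EDTA, TCEP. Compounds added before peptide; binding 20 min at RT.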
Integrin act MD: qHTS for Activators of Integrin-Mediated Alleviation for Muscular Dystrophy. alpha7betagal myoblasts, beta-gal FDG fluorescence, 48 h. Potency, µM (highest dose often 38.3 µM), for the others: top-dose activation, actives largely listed as activators. hit rate 0.064% among 350,000;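 also: potency is read from the fitted curve at half-maximal effect; 100% = response of the positive control SU9516; nearly all actives have a fitted effect of over 60% in size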
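Alpha7betagal+/- myoblasts (passage 13) were plated 16-24 hr, then exposed to compounds (1:260 dilution of DMSO stock) for 48 hours at 37C. After MPER lysis, β-galactosidase reporter activity was read as FDG fluorescence (ex 480/em 540) after 30 minutes.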
B2AR arrestin: qHTS assay of beta-arrestin-biased ligands of beta2-adrenergic receptor; Beta-2 adrenergic receptor (Homo sapiens), P07550; beta-arrestin recruitment to beta2AR, cell-based reporter; hit rate 0.02% among 330,000; AID 492947, 2010; Potency, µM (doses to about 46.1 µM), for inactives: at the highest dose activation, most hits filed as activators;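 also: potency is read from the fitted curve at half-maximal effect; 0% = DMSO controls and full agonism = EC100 isoproterenol or metaproterenol; nearly all actives have a fitted effect of over 65% in size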
Target sequence (P07550 whole entry, looked up): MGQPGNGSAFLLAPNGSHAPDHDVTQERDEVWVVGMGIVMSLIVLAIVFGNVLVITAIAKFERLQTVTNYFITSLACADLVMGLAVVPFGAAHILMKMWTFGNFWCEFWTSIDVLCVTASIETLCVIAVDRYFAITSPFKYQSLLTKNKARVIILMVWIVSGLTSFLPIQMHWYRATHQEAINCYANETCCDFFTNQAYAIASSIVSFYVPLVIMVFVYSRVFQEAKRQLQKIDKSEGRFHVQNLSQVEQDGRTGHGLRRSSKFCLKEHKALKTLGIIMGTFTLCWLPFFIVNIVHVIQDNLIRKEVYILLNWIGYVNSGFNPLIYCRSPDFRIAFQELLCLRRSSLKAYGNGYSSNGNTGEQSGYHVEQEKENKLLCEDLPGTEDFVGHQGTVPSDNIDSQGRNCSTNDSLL
ELG1 DNA repair: qHTS screen for small molecules that inhibit ELG1-dependent DNA repair in human embryonic kidney (HEK293T) cells expressing luciferase-tagged ELG1; hit rate 2.3% among 330,000; HEK293T ELG1-luciferase reporter, luminescence, 16 h; DNA damage induced by 5-fluorouridine; Potency, µM (titrated, usually from 46.1 µM), inactives show at the top dose activity change, negative = inhibition, hits mostly inhibitors; AID 504467, 2011; also: potency is read from the fitted curve at half-maximal effect; % is scaled to controls: 0 for no effect and ±100 for the full control effect; nearly all actives have a fitted effect of over 55% in size
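Luminescence from the luciferase reporter, measured 30 min after ONE-Glo reagent at room temperature, was the read-out. Beforehand, 2,000 cells per well were exposed for 16 hr at 37 °C to 5-fluorouridine together with compound or vehicle.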
TCR act: Activators of T cell receptors: qHTS campaign; primary human leukocytes, anti-CD3, IL-2 HTRF, 48 h; 330,000 tested, under 10 active; Potency, µM (series often up to 9.22 µM), for the others: top-dose activation of IL-2 secretion, hits mostly activators; also: % of control where 0% means no effect
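HTRF read-out of IL-2 secretion: europium cryptate donor excited at 320nm, d2 acceptor emission at 665nm. Cells were primary human leukocytes incubated 48 hr with compounds and a-CD3 beads, supplying TCR signal only.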
p53 reactivator: qHTS assay for re-activators of p53 using a Luc reporter. H1299 p53-A138V BP100-luciferase reporter, luminescence, 24 h. AID 504706, 2011. hit rate 0.063% among 320,000. Potency, µM (doses to about 92.2 µM), for the others: at the top dose activity change, positive = activation, most hits filed as activators; also: potency is read from the fitted curve at half-maximal effect; % of control where 0% means no effect; nearly all actives have a fitted effect of over 45% in size
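p53-null H1299 cells stably carrying temperature-sensitive p53-A138V and a BP100-luciferase reporter were pinned with compounds (4-point, 1:5 series) and held 24 hrs at 37 deg C. Luminescence was read 10 min after detection reagent.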
A-T KAP1 phos: qHTS Assay for Identifying a Potential Treatment of Ataxia-Telangiectasia | […] A-T fibroblasts, KAP-1 phosphorylation AlphaLISA; neocarzinostatin DNA damage 30 min before lysis | Potency, µM (doses to about 57.5 µM), without a hit: at the highest dose activation, most hits filed as activators | hit rate 0.19% among 320,000; also: potency is read from the fitted curve at half-maximal effect; % of control where 0% means no effect; nearly all actives have a fitted effect of over 45% in size
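ATM-like activity read as KAP-1 phosphorylation via AlphaLISA donor/acceptor antibody pairs after lysis and 6 hr at 25C. Cells were ATM-null patient fibroblasts ([…], hTERT), dosed 60 min, then exposed to the DSB inducer NCS for 30 min.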
Active calls of the source: *; ? = inconclusive; nt = no result given; [ ] = dose if it differs, or a comment. Unless noted, calls follow the shape of the dose curve; as a rule, active = well fitted curve in the direction sought with a large enough effect; inconclusive = small, poorly fitted or top-dose-only effect, or another doubt; inactive = no such curve, though single readings can be large; an effect the other way counts as inactive or inconclusive.

SMILES	BRCA1 expr act	TRPV1 ag	MLL CXXC-DNA inh	PTAP TSG101 blk	Integrin act MD	B2AR arrestin	ELG1 DNA repair	TCR act	p53 reactivator	A-T KAP1 phos
C[C@@H]1CN([C@H](C)CO)C(=O)c2cc(NC(=O)Cc3cn(C)c4ccccc34)ccc2O[C@H]1CN(C)S(=O)(=O)c1ccc(F)cc1	-8%	nt	nt	-4%	18%	0.5%	?	-2%	1%	-9%
O=S(=O)(/N=C(/Nc1ccccc1F)c1ccccc1)c1ccccc1	-6%	1	16%	-3%	17%	-0.4%	-6%	6%	-3%	2%
O=C(c1cccc(S(=O)(=O)N2CCN(c3ccc(F)cc3)CC2)c1)N1CCCCCCC1	-40%	19	nt	0%	-41%	-0.2%	-14%	2%	-7%	-1%
O=C1C=C(c2ccc(Cl)c(C(F)(F)F)c2)C[C@@H](c2ccc3c(c2)OCO3)C1	-34%	?	nt	-4%	21%	-0.2%	-12%	0%	-5%	1%
CC(C)(C)c1ccc(-c2nnc(SC3CCOC3=O)n2Cc2ccccc2)cc1 (configuration not stated)	9%	22	-9%	-3%	-9%	0.3%	2%	1%[46.1 µM]	2%	1%
N#CCCN(C(=O)COC(=O)CNS(=O)(=O)c1ccc2ccccc2c1)c1ccccc1	-3%	-1	nt	-1%	3%	-0.2%	?	1%	-9%	-5%
COc1ccc(-c2cc(C(F)(F)F)nc(SCCC(=O)N3CCN4CCCC4C3)n2)cc1 (configuration not stated)	-16%	9	-1%	-1%	11%	-0.2%	?	1%	4%	-2%
COc1ccc(-c2cc3nc(-c4ccccc4)cc(N4CCCC(O)C4)n3n2)cc1 (configuration not stated)	-83%	6	-7%	0%	10%	-0.6%	16µM*	1%	-2%	23%
CCN(CC)S(=O)(=O)c1ccc(OC)c(N)c1	-1%	-2	-4%	-3%	-12%	-0.1%	10%	6%	-2%	6%
O=C(COC(=O)/C=C/c1ccc(Cl)cc1)Nc1ccccc1	1%	-14	6%	0%	5%	-0.3%	-18%	-4%	-2%	5%
Cc1ccc2nc3sc(C(=O)N4CCOCC4)c(N)c3cc2c1	-90%[inhibitor]	20	?	-6%	8%	0.5%	?	-6%	-3%	3%
O=C(Cc1ccccc1[N+](=O)[O-])NNC(=O)Nc1ccc2c(c1)OCO2	2%	-2	2%	-6%	-6%	-0.6%	0%	-8%	-1%	-3%
COc1ccc(S(=O)(=O)N2CCOCC2)cc1NC(=O)Cc1coc2cc(C)ccc12	-5%	0	nt	-4%	3%	-0.4%	-24%	3%	-7%	-4%
CCN(CC)C(=O)COc1ccc(/C(C)=N/NC(=O)c2ccccc2O)cc1	-2%	23	3%	0%	-2%	2.0%	?	1%	-1%	1%
CCN(CC)S(=O)(=O)c1ccc2nnn(OCC(=O)Nc3cccc(C#N)c3)c2c1	-12%	6	-1%	-7%	-39%	0.1%	?	nt	6%	4%
O=S(=O)(O)c1cc(O)c(N=Nc2ccc(O)cc2O)c2ccccc12	-42%	nt	nt	-16%	7%	nt	nt	0%	nt	nt
Cc1cc(C)n(CCNC(=O)c2cc(COc3c(F)cccc3F)on2)n1	-9%	-1	-23%	-5%	18%	0.0%	12%	-3%	0%	3%
CC(C)OCCCn1c(=O)c2ccccc2n2c(CCC(=O)NC3CCN(Cc4ccccc4)CC3)nnc12	-6%	-3	-5%	-6%	-13%	-1.3%	-16%	1%	-4%	4%
O=C1CSC(c2cn(-c3ccccc3)nc2-c2cc3ccccc3oc2=O)N1Cc1cccnc1 (configuration not stated)	-3%	18	7%	1%	-30%	0.1%	?	nt	-6%	nt
CC(C)CN1CCN=C1N(C)C	-4%	-2	nt	nt	-12%	0.2%	18%	-7%	-3%	16%
CCn1c2ccccc2n2c(=O)c(=O)n(CC(=O)Nc3ccc(C(C)C)cc3)nc12	-7%	2	-1%	-2%	17%	-0.7%	5%	-4%[46.1 µM]	-7%	2%
CCOC(=O)c1c(C)[nH]c(C)c1S(=O)(=O)N1CCN(c2ccc(F)cc2)CC1	-13%	6	2%	-5%	23%	0.3%	12%	3%	-14%	-2%
Cc1cccc(C2=NN(c3ccc(Br)cc3)[C@@H](C(=O)N3CCOC3=O)[C@@H]2c2ccc([N+](=O)[O-])cc2)c1	0%	nt	nt	-5%	3%	-0.7%	-11%	1%[46.1 µM]	2%	16%
O=c1c2ccccc2cnn1CCOc1cccc(Br)c1	?	?	43%[activator]	-4%	-105%[inhibitor]	-0.8%	?	-2%	?	2%
Cc1cccc2sc(NNC(=O)C3COc4ccccc4O3)nc12 (configuration not stated)	-16%	1	15%	3%	-5%	-0.9%	0%	-4%	0%	10%
CCOC(=O)N1CCN(Cc2nc3cc(NC(=O)CC)ccc3n2CC)CC1	-30%	-2	-15%	1%	-8%	0.5%	-13%	1%	21%	-9%
O=C1CCCN1CC1CCCN(Cc2nc(COc3ccccc3)no2)C1 (configuration not stated)	-17%	-2	-12%	-3%	-10%	3.3%	-3%	3%	-1%	2%
O=C(Nc1ccc(N2CCOCC2)cc1)C1CCCCC1	?	11	1%	-1%	8%	nt	nt	0%	nt	nt
CCCCNc1c2c3c(cccc3n(C)c1=O)C(=O)c1ccccc1-2	-88%[inhibitor]	?	?	?	-37%	-0.5%	16µM*	0%[46.1 µM]	-11%	?
COc1ccc(Cc2nnc(SCC(=O)c3ccc4c(c3)NC(=O)CO4)o2)cc1	-29%	16	nt	0%	7%	-0.5%	7%	4%	0%	2%

Overlap with the part before: two compounds, then new ones.
SMILES	BRCA1 expr act	TRPV1 ag	MLL CXXC-DNA inh	PTAP TSG101 blk	Integrin act MD	B2AR arrestin	ELG1 DNA repair	TCR act	p53 reactivator	A-T KAP1 phos
CCCCNc1c2c3c(cccc3n(C)c1=O)C(=O)c1ccccc1-2	-88%[inhibitor]	?	?	?	-37%	-0.5%	16µM*	0%[46.1 µM]	-11%	?
COc1ccc(Cc2nnc(SCC(=O)c3ccc4c(c3)NC(=O)CO4)o2)cc1	-29%	16	nt	0%	7%	-0.5%	7%	4%	0%	2%
CCC(C)(C(=O)NC1CCCCC1)N(Cc1ccco1)C(=O)c1cnccn1 (configuration not stated)	2%	3	-4%	1%	-8%	0.1%	0%	1%	-11%	6%
CCOc1ccc2nc(NC(NC(=O)CC)(C(=O)OC)C(F)(F)F)sc2c1 (configuration not stated)	-2%	-2	9%	-3%	24%	-0.4%	-3%	-8%	-7%	8%
Cc1cc(C)cc(C(=O)OCC(=O)Nc2ncccn2)c1	-1%	0	nt	-2%	-23%	0.0%	13%	4%	-4%	-10%
CCOC(=O)c1c(NC(=O)C[n+]2ccc(Cc3ccccc3)cc2)sc(C)c1C	-18%	22	9%	-1%	?	-0.1%	?	1%	-7%	3%
O=C(NCc1ccccc1)C(c1ccccc1)N(C(=O)c1csnn1)C1CCCC1 (configuration not stated)	-17%	9	-3%	-2%	2%	-0.6%	1%	5%	2%	7%
Cc1ccc(SCC(=O)N=C2NC(=O)CS2)cc1	-14%	0	?	1%	6%	0.1%	3%	-3%	0%	-3%
CCOc1ccccc1NC(=O)CN1C(=O)COc2ccc(C)cc21	-21%	12	15%	-4%	2%	-0.6%	-4%	nt	nt	4%
O=c1c2cn(Cc3ccc(F)cc3)c3ccc(F)cc3c-2nn1Cc1ccc(F)cc1	19%	-2	25%	-1%	13%	-0.5%	8%	3%	-2%	4%
Cc1cccc2cc(C#N)c(NCCNC(=S)NCCCN3CCOCC3)nc12	1%	-8	7%	-5%	3%	0.1%	0%	0%	-16%	3%
CS(=O)(=O)c1ccc(Sc2nc3ccccc3[nH]2)c([N+](=O)[O-])c1	-3%	2	-7%	-4%	-61%[inhibitor]	-0.9%	0%	1%	-20%	-2%
O=C(N/N=C/c1ccccc1OC(F)F)c1cc(-c2ccncc2)nc2ccccc12	-26%	-1	4%	-4%	-21%	0.5%	?	2%	-4%	-4%
COc1ccccc1/C=C1\SC(=S)N(CCC(=O)NNC(=O)c2ccccc2O)C1=O	-55%	-3	9%	0%	-20%	-0.9%	?	-1%	-14%	-7%
CCCn1c(C)cc(C(=O)COC(=O)CN=C2NS(=O)(=O)c3ccccc32)c1C	1%	1	-5%	-6%	16%	2.9%	3%	2%[46.1 µM]	3%	-8%
CCC1CCCCN1CCCNC(=O)c1cn(C)c2ccc(S(=O)(=O)N(C)C3CCCCC3)cc2c1=O (configuration not stated)	-1%	-1	-17%	-4%	?	0.3%	?	-2%	-6%	3%

Screening results (PubChem BioAssay)
